# Bioassay records (PubChem BioAssay)
# UCHL1 block: blocks human UCHL1 ubiquitin-rhodamine cleavage | purified UCHL1, Ub-rhodamine cleavage fluorescence | P09936 | 0.2% of 47,000 active | inhibition, % at 20 µM | AID 1645859
# USP8 block: inhibitors of human USP8 deubiquitinase | P40818 | purified USP8, Ub-rhodamine cleavage fluorescence, 30 min | inhibition, % at 20 µM | 4.2% of 47,000 active | AID 1645853
# USP30 block: human USP30 deubiquitinase inhibition. Q70CQ3. purified USP30, Ub-rhodamine cleavage fluorescence. inhibition, % at 25 µM. 5.3% of 47,000 active. AID 1645860
# OTUD3 inh: blocks human OTUD3 ubiquitin-rhodamine cleavage | Q5T2D3 | purified OTUD3, Ub-rhodamine fluorescence, 2 h | inhibition, % at 25 µM | 0.7% of 47,000 active
# USP7 inh: inhibitors of human USP7 deubiquitinase; Q93009; purified USP7, Ub-rhodamine cleavage fluorescence; inhibition, % at 20 µM; 0.3% of 47,000 active; AID 1645854
# USP28 block: human USP28 deubiquitinase inhibition | 3% of 47,000 active | inhibition, % at 25 µM | Q96RU2 | purified USP28, Ub-rhodamine cleavage fluorescence, 30 min | AID 1645857
# Target sequence (Q96RU2 whole entry, looked up): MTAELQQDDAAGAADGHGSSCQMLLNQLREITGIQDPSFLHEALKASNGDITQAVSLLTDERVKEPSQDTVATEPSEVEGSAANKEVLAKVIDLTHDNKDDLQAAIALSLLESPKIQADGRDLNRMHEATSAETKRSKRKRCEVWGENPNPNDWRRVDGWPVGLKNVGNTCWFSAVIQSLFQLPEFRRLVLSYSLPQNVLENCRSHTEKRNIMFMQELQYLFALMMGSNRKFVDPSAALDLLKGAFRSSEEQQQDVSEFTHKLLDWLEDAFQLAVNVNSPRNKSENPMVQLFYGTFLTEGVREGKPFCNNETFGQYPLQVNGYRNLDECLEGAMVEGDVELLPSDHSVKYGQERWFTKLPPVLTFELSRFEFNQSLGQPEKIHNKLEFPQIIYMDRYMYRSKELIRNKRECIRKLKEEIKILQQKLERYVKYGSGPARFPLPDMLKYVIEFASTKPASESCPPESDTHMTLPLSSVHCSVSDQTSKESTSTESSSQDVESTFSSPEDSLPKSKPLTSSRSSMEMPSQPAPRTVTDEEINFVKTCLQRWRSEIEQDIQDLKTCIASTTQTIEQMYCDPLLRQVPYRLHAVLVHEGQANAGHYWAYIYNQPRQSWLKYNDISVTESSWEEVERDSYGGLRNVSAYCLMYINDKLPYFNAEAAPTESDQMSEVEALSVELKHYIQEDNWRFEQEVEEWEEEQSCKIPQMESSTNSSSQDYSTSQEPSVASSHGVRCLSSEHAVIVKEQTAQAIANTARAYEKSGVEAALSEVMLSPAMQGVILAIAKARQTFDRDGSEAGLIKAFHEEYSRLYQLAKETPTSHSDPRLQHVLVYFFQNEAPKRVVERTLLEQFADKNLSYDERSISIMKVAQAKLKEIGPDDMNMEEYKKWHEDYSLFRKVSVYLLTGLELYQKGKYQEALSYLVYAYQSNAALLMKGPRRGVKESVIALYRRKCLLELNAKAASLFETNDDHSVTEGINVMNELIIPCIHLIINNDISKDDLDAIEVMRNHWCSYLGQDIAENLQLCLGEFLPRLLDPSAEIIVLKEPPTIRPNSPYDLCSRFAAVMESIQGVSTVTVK
# USP17 block: human USP17-like deubiquitinase inhibition; purified USP17, Ub-rhodamine cleavage fluorescence, 3 h; AID 1645855; inhibition, % at 50 µM; 6.5% of 47,000 active
# USP10 block: blocks human USP10 ubiquitin-rhodamine cleavage | inhibition, % at 20 µM | purified USP10, Ub-rhodamine fluorescence, 60 min | Q14694 | 1.1% of 47,000 active
# * = called active by the depositor; i = inactive; nt = no result given. Cut-off read from the data, not from the text of the source: active = inhibition above about 30%; inactive = the rest. An unsorted share of the library; overall some 13% were active at least once.
SMILES,UCHL1 block,USP8 block,USP30 block,OTUD3 inh,USP7 inh,USP28 block,USP17 block,USP10 block
COc1ccccc1NC(=O)N1CCCN(Cc2ccc(F)cc2)CC1,0.6,3.0,15.9,10.1,-2.7,12.7,7.1,0.0
COc1ccc([N+](=O)[O-])cc1NC(=O)C(C)N1CCN(c2ccc(F)cc2)CC1 (centres undefined),0.1,-23.1,5.2,0.3,2.3,-0.7,-1.0,8.5
Cc1cnccc1CN1Cc2ccccc2OC2(CCC(CO)CC2)C1 (centres undefined),-1.6,-6.2,-6.2,-1.6,-0.3,-12.5,-0.4,0.7
COc1cccc(CC(=O)NC(C)c2nc(-c3cccnc3)n[nH]2)c1 (centres undefined),3.3,10.7,13.9,10.7,4.8,11.8,9.7,4.1
COC(C(=O)[C@@H](O)[C@@H](C)O)C1Cc2cc3cc(O[C@@H]4CC(O[C@@H]5CC(O)[C@@H](OC)C(C)O5)[C@@H](OC(C)=O)C(C)O4)cc(O)c3c(O)c2C(=O)C1O[C@H]1CC(O[C@H]2CC(O[C@H]3CC(C)(O)[C@@H](OC(=O)C(C)C)C(C)O3)[C@H](O)C(C)O2)[C@H](O)C(C)O1 (some centres undefined),-25.9,-266.6,i,-103.1,-128.5,-91.9,-85.9,-0.7
CCc1ccc(Nc2cc(C)nc3nc(-c4ccco4)nn23)cc1,-0.5,-28.6,9.9,0.2,-5.1,15.5,8.3,-0.1
CN1CCN(c2ncnc3c2c(C(=O)N2CCOCC2)c2ccccn23)CC1,-67.7,-40.2,i,-168.3,-79.0,-178.4,-117.0,-8.5
O=C(COc1ccc2c(=O)c(-c3cnn(-c4ccccc4)c3)c(C(F)(F)F)oc2c1)Nc1ccc(S(=O)(=O)N2CCCCC2)cc1,-1.3,-7.7,-30.5,-4.7,-0.9,-6.4,-19.0,-6.2
CC(=O)NCCc1ccc(O)cc1,-1.7,0.1,4.3,-2.6,1.3,-2.6,1.3,1.5
Cc1oc2cc3oc(=O)c(CCC(=O)N4CC[C@@]5(O)CCCC[C@H]5C4)c(C)c3cc2c1C,0.4,-36.5,-0.8,-10.3,-107.1,-1.8,-8.2,-3.5

# As entered above.
# `Cc1cnccc1CN1Cc2ccccc2OC2(CCC(CO)CC2)C1` (centres undefined) in USP17 block shows -0.4
# `O=C(COc1ccc2c(=O)c(-c3cnn(-c4ccccc4)c3)c(C(F)(F)F)oc2c1)Nc1ccc(S(=O)(=O)N2CCCCC2)cc1` in USP8 block shows -7.7

# Remaining list, next part:
SMILES,UCHL1 block,USP8 block,USP30 block,OTUD3 inh,USP7 inh,USP28 block,USP17 block,USP10 block
COCCN1C(=O)c2ccccc2C(C(=O)Nc2nc(C)cs2)C12CCCCC2 (centres undefined),-2.9,-2.9,-10.9,-0.6,-7.0,3.1,-11.3,2.0
Cc1cc(NC(=O)CSc2nnc(COc3ccc(Cl)cc3)o2)no1,-7.5,-5.0,-14.8,-7.7,-3.8,-3.1,2.9,7.4
COc1ccc(C2CC(=O)C3=C(C2)Nc2ccccc2N(C(C)=O)C3c2cccc(Cl)c2)cc1OC (centres undefined),1.8,2.2,-83.6,-17.2,0.0,-14.9,-9.1,0.4
COc1ccc(-c2nn(-c3ccccc3)c3[nH]c(=O)c(CNCc4cccs4)cc23)cc1OC,-2.6,78.2*,-70.5,-13.0,4.1,-18.5,-46.6,-10.2
N#Cc1ccccc1CN1CCC2(Cc3ccccc3CNC2=O)C1 (centres undefined),0.0,-0.2,4.3,1.8,-2.3,0.6,-3.0,-2.0
CCc1ccccc1NC(=O)COc1ccccc1-c1nnc(-c2ccccc2)o1,3.8,28.6,38.1*,10.9,7.1,18.0,52.5*,2.8
COc1cnc(CSc2ccccc2)cc1OCC(=O)Nc1ccccc1F,-0.1,4.7,24.8,-2.2,4.5,-3.3,36.3*,6.7
Cc1cn[nH]c1C1CCCCN1C(=O)c1noc2c1CCCC2 (centres undefined),3.2,11.0,28.5,10.8,-2.7,9.3,17.8,1.5
CN1c2ccccc2C(=O)NC12CCN(C(=O)NCc1ccccc1)CC2,2.6,3.1,13.4,8.1,2.7,4.9,0.3,-0.1
CNc1cc(C2CCCN2C(=O)c2cc3c([nH]c2=O)CCCC3)ccn1 (centres undefined),-1.0,2.9,-1.5,-5.9,0.7,-5.4,-0.2,0.3
Cn1c(=O)c2cc(S(=O)(=O)Nc3cccc(C(=O)O)c3)ccc2n(C)c1=O,-1.4,-12.6,3.6,4.8,3.6,9.0,3.0,1.8
O=C1NC2(COC3(CCN(Cc4ccc(F)cc4)CC3)C2)Nc2ccccc21 (centres undefined),-5.3,-9.8,-193.7,-28.5,-2.9,-34.8,-49.1,-3.8
CC1(c2cccc3ccccc23)NC(=O)N(CC(=O)c2cc3ccccc3o2)C1=O (centres undefined),-16.4,-21.1,nt,-1.8,-3.5,nt,1.1,-1.4
Cc1ccc(NC(=O)c2cn(CC(O)c3ccc4c(c3)OCO4)nn2)cc1 (centres undefined),0.0,10.3,47.2*,8.7,5.5,18.6,45.7*,4.2
O=C(c1cnco1)N1CCCCC1c1ncc(Cc2ccc(F)cc2)o1 (centres undefined),-0.8,-28.2,-0.4,3.8,-8.2,0.1,-6.3,-4.7
CCCCc1cc(=O)oc2cc(C)cc(OCC(=O)N3CC[C@@]4(O)CCCC[C@H]4C3)c12,-0.2,-6.8,-6.2,-18.1,-130.0,-9.9,-10.4,-0.6
Cc1sc(NC2CCCC2)nc1-c1ccc2c(c1)CCN2C(=O)CC(C)(C)C,-5.2,-34.9,-107.6,-31.1,-10.9,-22.8,-37.9,-7.1
NC1=NC2(CCC(c3ccccc3)CC2)n2c(nc3ccccc32)N1 (centres undefined),2.5,0.2,-2.8,-9.5,1.3,-0.8,4.1,3.4
CC(=O)Nc1ccc(S(=O)(=O)NCc2ccc(C(=O)NCc3ccc(C)cc3)cc2)cc1,-0.4,-36.3,-1.2,6.3,1.6,19.7,52.9*,6.5
Cc1onc(-c2ccccc2)c1C(=O)c1c[nH]c(C(=O)NCc2ccncc2)c1,-3.3,-1.5,nt,1.0,-3.5,nt,-9.9,2.0
Cc1cc(C)c2nc(NC(=O)C3(c4ccccc4)CC3)sc2c1,3.9,8.3,-0.2,-2.6,2.8,6.0,0.1,4.4
Cc1ccc(NC(=O)CSc2nnc(CN3CCOCC3)n2C)cc1C,-3.4,-14.5,13.0,6.3,-0.2,5.5,2.8,-1.0
NC(=O)C(OC(=O)CSc1ccccc1)c1ccccc1 (centres undefined),2.3,24.8,32.0*,13.1,0.3,10.9,10.7,3.3
COc1ccccc1CC(=O)N1CCCC(c2[nH]nc3nccnc23)C1 (centres undefined),-0.8,-22.4,3.7,0.1,-0.6,-3.4,-1.9,0.0
COc1ccc(CN2CCC(C)n3c(nc4ccccc43)C2)cc1 (centres undefined),-0.4,7.5,-9.3,-3.2,0.1,-12.3,-0.1,-1.5
Cc1cc(-c2cnc(N3CCSCC3)nc2-c2ccoc2)on1,1.6,-4.8,-2.6,4.4,-31.3,41.4*,7.0,1.2
COc1cccc(NC(=O)C2CCC(=O)N2S(=O)(=O)c2ccccc2)c1 (centres undefined),0.2,-60.4,-2.2,-1.1,-0.6,-8.1,-14.3,-0.1
COc1ccc(OC[C@H]2C3CCC(C3)N2C(=O)C(C)C)cc1 (some centres undefined),-0.8,0.2,0.4,-0.3,-7.4,-5.6,nt,-0.1
Cc1cccc(-n2ncc3c(N(CCO)CCO)ncnc32)c1,2.6,27.7,33.6*,15.1,9.9,9.7,23.7,0.1
COc1cccc(CN2CCn3nc(-c4ccccc4OC)cc3C2)c1,5.1,7.5,-0.9,7.6,-7.2,10.9,14.4,3.7
Cn1cc(C(=O)NCc2ccc3c(c2)OCO3)c(S(=O)(=O)N2CCCCCC2)n1,5.3,-231.6,-6.7,5.8,-9.2,3.5,-6.7,-1.3
O=C(NC1CCCCCC1)c1cccc(S(=O)(=O)Nc2cc(C(F)(F)F)ccc2Cl)c1,6.2,26.4,30.6*,6.3,2.1,14.8,33.4*,52.5*
O=C(NCc1ccco1)N1CCC2(CC1)Nc1ccccc1-n1cccc12,0.2,-7.1,3.5,3.3,0.5,8.4,0.0,0.1
COCc1[nH]n2c(=O)cc(Cc3ccccc3)nc2c1-c1ccccc1,-0.1,-67.6,14.6,7.9,1.2,9.9,0.2,12.0
O=C(C1CC1)N1CCC(Cc2nc(-c3ccc(F)cc3)no2)CC1,-1.6,1.3,-0.1,-0.5,-2.7,-0.7,-0.4,-3.6
COc1ccc(Cl)cc1NC(=O)N1CCN(CCc2ccccc2)CC1,0.3,-3.0,-21.6,-5.8,-27.6,-16.1,-9.9,0.0
O=C(c1ccccc1)N1C[C@H]2CN(S(=O)(=O)c3ccc4ccccc4c3)CC[C@H]21,0.3,-0.1,2.2,-1.7,-17.8,5.7,-0.1,3.0
Nc1ncc(-c2ccc(C(F)(F)F)cc2)c(C2CCCNC2)n1 (centres undefined),1.5,2.3,7.0,-0.1,3.8,-0.5,-1.0,0.1
Cc1nc(NC(=O)c2nnn(-c3ccc(F)cc3)n2)sc1C,3.5,7.3,-2.1,-2.0,1.2,6.1,39.5*,2.8
CNc1cncc(C2CCCN2C(=O)c2cn3cc(C)ccc3n2)n1 (centres undefined),0.0,-3.2,-2.0,-7.2,nt,0.0,-11.9,0.0

# 4 records picked at random from those above, as already listed:
SMILES,UCHL1 block,USP8 block,USP30 block,OTUD3 inh,USP7 inh,USP28 block,USP17 block,USP10 block
Nc1ncc(-c2ccc(C(F)(F)F)cc2)c(C2CCCNC2)n1 (centres undefined),1.5,2.3,7.0,-0.1,3.8,-0.5,-1.0,0.1
Cn1cc(C(=O)NCc2ccc3c(c2)OCO3)c(S(=O)(=O)N2CCCCCC2)n1,5.3,-231.6,-6.7,5.8,-9.2,3.5,-6.7,-1.3
O=C(c1ccccc1)N1C[C@H]2CN(S(=O)(=O)c3ccc4ccccc4c3)CC[C@H]21,0.3,-0.1,2.2,-1.7,-17.8,5.7,-0.1,3.0
Cc1nc(NC(=O)c2nnn(-c3ccc(F)cc3)n2)sc1C,3.5,7.3,-2.1,-2.0,1.2,6.1,39.5*,2.8

# Remaining list, next part.
SMILES,UCHL1 block,USP8 block,USP30 block,OTUD3 inh,USP7 inh,USP28 block,USP17 block,USP10 block
Cc1ccc(S(=O)(=O)Nc2ccccc2SCCS(=O)(=O)c2ccc(Cl)cc2)cc1,3.2,15.5,50.6*,26.4,12.9,27.6,24.0,25.0
CN1c2ccc(Cl)cc2C(=O)NC12CCN(C(=O)Nc1ccccc1)CC2,-0.6,7.1,-2.5,-7.8,-2.8,-4.9,3.8,-3.2
CSc1ccc(CNC(=O)c2noc(C)c2CN2CCOCC2)cc1,-3.3,4.0,0.2,-3.1,-2.3,-3.3,0.0,-0.8
CCCCc1nc2sc3c(SCC(=O)NC(c4ccccc4)c4ccccc4)ncnc3c2c2c1COC(C)(C)C2,0.0,9.7,5.0,10.1,2.2,4.7,0.0,-0.5
c1ccc(-c2cnc(CSc3nc4ccccc4[nH]3)o2)cc1,-2.5,-67.4,-44.6,-13.0,-5.0,-19.5,-27.0,-3.8
O=C(O)C1CCN(C(=O)[C@H](Cc2ccccc2)NC(=O)[C@H](Cc2ccccc2)n2c(=O)[nH]c3ccccc3c2=O)CC1,-0.9,-127.7,0.5,6.5,-0.3,7.9,-6.0,2.5
O=C(COC(=O)c1ccc(S(=O)(=O)N2CCCC2)cc1)NCCc1ccc(F)cc1,2.9,0.0,12.4,9.1,8.1,1.1,16.5,9.1
O=C(CC1SC(N2CCOCC2)=NC1=O)Nc1cccc([N+](=O)[O-])c1 (centres undefined),-1.1,-47.8,31.1*,16.1,-0.2,0.6,15.2,1.2
COc1cccc(CC(=O)NC[C@H]2C[C@@]3(C)[C@@H](O)CCCC[C@H]3N2C(C)=O)c1,-0.7,0.9,5.4,-2.5,-0.6,-4.9,-5.6,1.5
O=C(NC1CCCCCC1)c1cccn1Cc1noc(C2CC2)n1,-1.1,-0.7,6.4,-1.5,-15.9,-5.8,-2.6,-1.7

# Structures above that have a thiophene ring, fused or not (two):
SMILES,UCHL1 block,USP8 block,USP30 block,OTUD3 inh,USP7 inh,USP28 block,USP17 block,USP10 block
COc1ccc(-c2nn(-c3ccccc3)c3[nH]c(=O)c(CNCc4cccs4)cc23)cc1OC,-2.6,78.2*,-70.5,-13.0,4.1,-18.5,-46.6,-10.2
CCCCc1nc2sc3c(SCC(=O)NC(c4ccccc4)c4ccccc4)ncnc3c2c2c1COC(C)(C)C2,0.0,9.7,5.0,10.1,2.2,4.7,0.0,-0.5

# (listing goes on)
SMILES,UCHL1 block,USP8 block,USP30 block,OTUD3 inh,USP7 inh,USP28 block,USP17 block,USP10 block
COc1ccc(-c2nc(SCC(=O)Oc3c(C)cccc3C)n3[nH]c(=O)cc3n2)cc1,-0.1,83.4*,12.8,13.9,0.4,11.7,8.5,45.7*
Cc1nc2ccc(C(=O)Nc3cc(Cl)cc4cccnc34)cc2nc1C,4.3,86.7*,-11.7,8.7,-8.6,9.7,63.5*,-6.9
Cc1c(C(=O)Nc2cccnc2Cl)sc2nc3n(c(=O)c12)CCCC3,3.7,6.4,-3.7,4.4,0.7,4.6,6.5,-1.6
CCCc1nc2sc3c(NCCCN4CCOCC4)ncnc3c2c2c1CCC2,1.7,5.6,-44.0,-6.7,2.5,84.0*,-11.8,-5.8
